E-sel TNF inh: TNF alpha driven E-selectin expression inhibition. HUVEC TNFa-induced E-selectin immunofluorescence, high content. inhibition, % at 2 µM. 120,000 compounds, 0.71% hits;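 active = inhibition above the batch mean plus 3 SD, and confirmed as a hit on visual image review, cut at about 43% in these data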;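 note: 0% = TNF-stimulated DMSO wells and 100% = unstimulated control wells; not every result past the cut was called active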
An asterisk follows results filed as active.

For CCC(=O)N1CCc2cc(S(=O)(=O)CCC(=O)NC(C)CC)ccc21 (centres undefined) the results were E-sel TNF inh 10.
Screening COc1ccc(/C=N/n2c(C)nc3sc(C)c(C)c3c2=O)cc1OC returned E-sel TNF inh -16.
Screening CCOC(=O)c1ccc(NS(=O)(=O)c2ccc(Cl)nc2)cc1 returned E-sel TNF inh -14.
Screening CSc1cccc(NC(=O)CCNC(=O)c2ccco2)c1 returned E-sel TNF inh 13.
Screening COc1ccccc1NC(=S)NCCc1ccc(S(N)(=O)=O)cc1 returned E-sel TNF inh -6.
`O=C(NC(=S)NCCCN1CCOCC1)c1cccc2ccccc12` gave E-sel TNF inh 7.
`O=[N+]([O-])c1ccc(Nc2ccc(Cl)cc2)nc1` gave E-sel TNF inh 1.
Screening C/C(=N\Nc1ncc(Cl)cc1Cl)c1ccccn1 returned E-sel TNF inh -2.
For O=C(Nc1cccc2c1C(=O)NC2=O)c1cccnc1Cl the results were E-sel TNF inh -3.
Cc1ccc(C)c2[nH]c(=O)c(CCNC(=O)c3ccco3)cc12 was read as E-sel TNF inh -10.
`COc1ccc(-c2nc(CN(C)C(C)c3ccon3)c(C)o2)c(C)c1C` (centres undefined) gave E-sel TNF inh 24.
Screening C=CCNC(=O)CC1C(=O)NCCN1Cc1c(F)cccc1Cl (centres undefined) returned E-sel TNF inh -1.
`Cc1cccc(OC(=O)c2ccncc2)c1C` gave E-sel TNF inh -25.
CCN(CC)S(=O)(=O)c1ccc(C(=O)NCC(c2ccc(OC)cc2)N2CCOCC2)cc1 (centres undefined) was read as E-sel TNF inh -6.
CSc1ccc(C(=O)C2CCCN(S(=O)(=O)N(C)C)C2)cc1 (centres undefined) was read as E-sel TNF inh -33.

Sorted by count of non-hydrogen atoms (descending): some entries from above
For CCC(=O)N1CCc2cc(S(=O)(=O)CCC(=O)NC(C)CC)ccc21 (centres undefined) the results were E-sel TNF inh 10.
Screening C=CCNC(=O)CC1C(=O)NCCN1Cc1c(F)cccc1Cl (centres undefined) returned E-sel TNF inh -1.
Screening CSc1cccc(NC(=O)CCNC(=O)c2ccco2)c1 returned E-sel TNF inh 13.
`Cc1cccc(OC(=O)c2ccncc2)c1C` gave E-sel TNF inh -25.

The main list resumes; the 7 compounds before the break are reprinted first.
For O=C(Nc1cccc2c1C(=O)NC2=O)c1cccnc1Cl the results were E-sel TNF inh -3.
Cc1ccc(C)c2[nH]c(=O)c(CCNC(=O)c3ccco3)cc12 was read as E-sel TNF inh -10.
`COc1ccc(-c2nc(CN(C)C(C)c3ccon3)c(C)o2)c(C)c1C` (centres undefined) gave E-sel TNF inh 24.
Screening C=CCNC(=O)CC1C(=O)NCCN1Cc1c(F)cccc1Cl (centres undefined) returned E-sel TNF inh -1.
`Cc1cccc(OC(=O)c2ccncc2)c1C` gave E-sel TNF inh -25.
CCN(CC)S(=O)(=O)c1ccc(C(=O)NCC(c2ccc(OC)cc2)N2CCOCC2)cc1 (centres undefined) was read as E-sel TNF inh -6.
CSc1ccc(C(=O)C2CCCN(S(=O)(=O)N(C)C)C2)cc1 (centres undefined) was read as E-sel TNF inh -33.
For Cc1cccc(C(=O)O/N=C/c2ccc(Br)cc2)c1 the results were E-sel TNF inh 1.
For CC(C)C(c1nnnn1Cc1ccc(F)cc1)N1CCN(C2CCCC2)CC1 (centres undefined) the results were E-sel TNF inh 26.
For Cc1c(Cl)cccc1NC(=O)Cn1c(-c2ccc(F)cc2)noc1=O the results were E-sel TNF inh 3.
Screening Cc1ccc(-c2n[nH]c(=S)n2/N=C/c2ccncc2)cc1 returned E-sel TNF inh -5.
CC(C)CNC(=O)c1ccc(C2SCC(=O)N2Cc2ccccc2)cc1 (centres undefined) was read as E-sel TNF inh -3.
NC(=O)c1ccc(NC(=O)CSc2nnc(-c3ccccn3)n2N)cc1 was read as E-sel TNF inh 7.
For Cc1cccc(C)c1NC(=O)C1c2cccc[n+]2CC(=O)N1Cc1ccc2c(c1)OCO2 (centres undefined) the results were E-sel TNF inh 1.
`Cc1cc(C)cc(-n2cc(C(=O)O)c(=O)cc2C)c1` gave E-sel TNF inh 14.
For COC(=O)C1CC(Cl)CN1c1ncc(C(F)(F)F)cc1Cl (centres undefined) the results were E-sel TNF inh -16.
CCc1ccc(NC(=O)CCCN2C(=S)NC(C)(C)CC2C)cc1 (centres undefined) was read as E-sel TNF inh -12.
`Cc1ccccc1NCC(=O)N/N=C\c1ccc2c(c1)OCO2` gave E-sel TNF inh -9.
Screening O=C1CC2C(=O)NCCN2C(=NC(=O)c2ccc(Cl)cc2)N1 (centres undefined) returned E-sel TNF inh 17.
For CN(C)CCNC(=O)c1cc(Sc2ccc(F)cc2)nc2ccccc12 the results were E-sel TNF inh 19.
`CCOC(=O)N1CCN(c2ncc(C(F)(F)F)cc2Cl)CC1` gave E-sel TNF inh -28.
C=CCN=Cc1c(C)[nH]n(-c2ccccc2)c1=O was read as E-sel TNF inh -11.

Brought forward from above: 3 compounds; new compounds follow.
For CN(C)CCNC(=O)c1cc(Sc2ccc(F)cc2)nc2ccccc12 the results were E-sel TNF inh 19.
`CCOC(=O)N1CCN(c2ncc(C(F)(F)F)cc2Cl)CC1` gave E-sel TNF inh -28.
C=CCN=Cc1c(C)[nH]n(-c2ccccc2)c1=O was read as E-sel TNF inh -11.
For Cc1ccc(C(=O)c2ccccc2C(=O)O)cc1C the results were E-sel TNF inh -16.
`Cc1cc2c(ncn2C)c(NS(=O)(=O)c2ccc(F)cc2)c1C` gave E-sel TNF inh -5.
Screening CC1CCN(CCCNC(=O)c2ccc(Cn3c(=S)[nH]c4ccc(Br)cc4c3=O)cc2)CC1 returned E-sel TNF inh 16.
For CC(C)(C)n1nc2c(c1NC(=O)Cc1ccccc1)CS(=O)(=O)C2 the results were E-sel TNF inh 7.
`COCCNC(=S)N/N=C/c1ccc2c(c1)OCCO2` gave E-sel TNF inh -45.
`Clc1nnc(N2CCCCC2)c2ccccc12` gave E-sel TNF inh 14.
Screening CC(C)c1cc(CNC(=O)CCc2nnc(CCCc3ccccc3)o2)on1 returned E-sel TNF inh -29.
CCOC(=O)c1c2c3c(cccc3[nH]c1=O)C(=O)c1ccccc1-2 was read as E-sel TNF inh -14.
`O=C(O)Cc1ccc2oc(-c3cccnc3)nc2c1` gave E-sel TNF inh -13.
`CCCc1cc(=O)[nH]c(SCCN2C(=O)c3ccccc3C2=O)n1` gave E-sel TNF inh -15.
CCOc1cc(NC(=S)NCCOC)c(OCC)cc1NC(=O)c1cccs1 was read as E-sel TNF inh 33.
Screening O=c1c2cc(Cl)ccc2nc(-c2ccccc2Cl)n1O returned E-sel TNF inh -2.
Screening CC(=O)Nc1nc(C)c(-c2csc(Nc3ccccn3)n2)s1 returned E-sel TNF inh -40.
COc1ccc(C(=O)NCc2nnc(SCC(=O)N3CCCCC3)o2)cc1 was read as E-sel TNF inh -4.
`CC(C)COc1ccc(C/C(N)=N/n2cnnc2)cc1` gave E-sel TNF inh -14.
Screening CC1(C)NC(C(=O)O)Cc2c1[nH]c1ccccc21 (centres undefined) returned E-sel TNF inh -18.
COc1ccccc1NC(=O)c1csc2c1CCC(C)C2 (centres undefined) was read as E-sel TNF inh 26.
For CN(C)c1ccc(/C=N\NC(=O)CC#N)cc1 the results were E-sel TNF inh -10.
Screening C=CCNC(=S)NNC(=O)c1ccc(=O)n(Cc2ccccc2)c1 returned E-sel TNF inh 19.
COc1ccc(NCc2nnc(SCCN3CCCCC3)n2-c2ccc(C)cc2)cc1 was read as E-sel TNF inh -29.
For Cc1onc(-c2c(F)cccc2Cl)c1C(=O)OCc1cnc(Cl)s1 the results were E-sel TNF inh -94.
Screening CCC(C)C(=O)Nc1nnc(SCC(=O)Nc2ccc(F)cc2)s1 (centres undefined) returned E-sel TNF inh 14.
CCOc1ccc(CC(=O)OCn2nnc3ccccc3c2=O)cc1 was read as E-sel TNF inh -31.
`O=[N+]([O-])c1ccc(C2CN=C(Nc3ccccc3)S2)cc1` (centres undefined) gave E-sel TNF inh 29.
Screening CCOCc1c(C(=O)OCC(=O)/C(C#N)=C(\C)N)oc2ccccc12 returned E-sel TNF inh -3.
Cc1ccc(C(=O)C(C)Sc2nnc(N)s2)cc1 (centres undefined) was read as E-sel TNF inh -33.
Screening Cn1c(=O)c(-c2ccccc2)c(O)c2ccccc21 returned E-sel TNF inh -6.
Screening COC(=O)c1cc(COC(=O)c2nc3nc(C)cc(C)n3n2)oc1C returned E-sel TNF inh -8.
Screening Cc1csc(=Nc2ccccc2)n1C returned E-sel TNF inh 9.
For CC(C)(C)C(=O)N1CCC(O)(CS(=O)(=O)Cc2ccccc2)CC1 the results were E-sel TNF inh -14.
`CC1(C(=O)NCc2ccc(F)cc2)Oc2ccccc2NC1=O` (centres undefined) gave E-sel TNF inh -15.
For CCn1c(SC)nnc1-c1nn(-c2ccccc2)ccc1=O the results were E-sel TNF inh -27.
For COc1cc(/C=C2/SC(=S)N(c3c(C)n(C)n(-c4ccccc4)c3=O)C2=O)ccc1O the results were E-sel TNF inh -6.
CC(=O)Oc1ccc(C2(C)CC(C)(C)NC(=S)N2C)c(OC(C)=O)c1 (centres undefined) was read as E-sel TNF inh -6.
Cc1ccc(C(=O)N2CCn3c(C)ccc3C2C)cc1 (centres undefined) was read as E-sel TNF inh 2.
Screening CCOC(=O)C1(Cc2ccc(OC)cc2)CCN(C(=O)c2cc3ccccc3[nH]2)CC1 returned E-sel TNF inh -12.
O=C(NCC1CCCO1)/C(=C\c1ccco1)NC(=O)c1ccc(Cl)cc1 (centres undefined) was read as E-sel TNF inh -31.
For CCOC(=O)Nc1ccc(Cc2ccncc2)cc1 the results were E-sel TNF inh 2.
`CCc1cc(CC)c(/C=N/NC(N)=O)c(CC)c1/C=N/NC(N)=O` gave E-sel TNF inh -2.
`Cc1cc(/C=N/NC(=O)C(=O)NCc2ccccn2)c(C)n1-c1cccc(Br)c1` gave E-sel TNF inh -35.
Screening CC(=O)Oc1cccc(N2C(=O)c3ccc(C(=O)Nc4c[nH]c(=O)[nH]c4=O)cc3C2=O)c1 returned E-sel TNF inh 16.
C1=CCC(CN2CCN(C3CCCCCC3)CC2)CC1 (centres undefined) was read as E-sel TNF inh -8.
`Cc1cc(C(=O)COC(=O)c2ccncc2)c(C)n1Cc1ccco1` gave E-sel TNF inh -10.
For CCOC(=O)CC(=O)NC(CC(=O)OC)c1ccc(Br)cc1 (centres undefined) the results were E-sel TNF inh 3.
For O=C(CN1CCCC1)N1c2ccccc2C=Cc2ccccc21 the results were E-sel TNF inh -13.

Molecules shown so far containing a tert-butyl group, in the order listed:
For CC(C)(C)n1nc2c(c1NC(=O)Cc1ccccc1)CS(=O)(=O)C2 the results were E-sel TNF inh 7.
For CC(C)(C)C(=O)N1CCC(O)(CS(=O)(=O)Cc2ccccc2)CC1 the results were E-sel TNF inh -14.

(continued)
`C/C(CCc1ccccc1)=N\NC(=O)C(=O)Nc1cccc(Cl)c1` gave E-sel TNF inh 6.
Screening CN(C)c1ccc(/C=N/O)cc1 returned E-sel TNF inh -55.
C=CCn1cnc2c(nnn2-c2ccc(Cl)cc2)c1=O was read as E-sel TNF inh 16.
COc1cc(C(=O)NCC(=O)OCC(=O)Nc2ncc(Cl)cc2Cl)cc(OC)c1OC was read as E-sel TNF inh -12.
C#CCN(C(=O)CC1C(=O)NCCN1C/C=C/c1ccccc1)C1CCCCC1 (centres undefined) was read as E-sel TNF inh -7.
For CCOC(=O)C1=NOC(CNC(=O)c2ccccc2Cl)C1 (centres undefined) the results were E-sel TNF inh 28.
COc1ccc(Cl)cc1-c1nc(SCC(=O)NC2CC2)n[nH]1 was read as E-sel TNF inh -41.
Screening COc1ccc(C(=O)C[n+]2cc(-c3ccc(OC)cc3)n3c2CCCC3)cc1 returned E-sel TNF inh 4.
`COc1ccc(-c2noc(-c3ccoc3C)n2)cc1OC` gave E-sel TNF inh -22.
`Cc1cc(C)n(-c2nc3ccccc3n3c(C)nnc23)n1` gave E-sel TNF inh -20.
`O=C(Nc1ccccc1F)c1ccn[nH]1` gave E-sel TNF inh 4.
For CC(C)N(C(=O)CSc1nnc(-c2ccc3c(c2)OCO3)n1C)C(C)C the results were E-sel TNF inh 23.
COCCN(C(=O)Cc1cccs1)C(C(=O)NC1CCCC1)c1cc(OC)c(OC)c(OC)c1 (centres undefined) was read as E-sel TNF inh 15.
`O=C1C/C(=C\c2c(F)cccc2Cl)N2CCC1CC2` gave E-sel TNF inh 15.
`O=C(C[n+]1ccccc1)N/N=C/c1ccccc1F` gave E-sel TNF inh -3.
Screening COCCN(C(=O)CC1C(=O)NCCN1CC(c1ccccc1)c1ccccc1)C(C)C (centres undefined) returned E-sel TNF inh -12.
Screening O=C(O/N=C/c1ccc2c(c1)OCO2)c1ccc([N+](=O)[O-])cc1 returned E-sel TNF inh 1.
For O=C(N/N=C1\CC2CC=CC12)c1ccc(Br)cc1 (centres undefined) the results were E-sel TNF inh 13.
`CC(=O)c1c(C)[nH]c(C(=O)OCC(=O)Nc2ccccc2Cl)c1C` gave E-sel TNF inh -12.
Cc1ccccc1S(=O)(=O)c1cc(C#N)c(=O)[nH]c1N was read as E-sel TNF inh -14.
For Cc1ccc(NC(=O)C/C(N)=N/OC(=O)c2ccccc2)cc1 the results were E-sel TNF inh -24.
Screening CCOc1cc(/C=C2/SC(=S)N(C)C2=O)ccc1Oc1ccc([N+](=O)[O-])cc1[N+](=O)[O-] returned E-sel TNF inh -5.
For CC1(C)CC2CC(C)(CN2CC(O)COc2ccccc2)C1 (centres undefined) the results were E-sel TNF inh -14.
Cn1cccc1C(=O)NC(=O)COC(=O)c1cc(S(=O)(=O)N2CCCCC2)ccc1Cl was read as E-sel TNF inh -16.
Screening CC1CCCCN1C(=O)Cn1cnc2cc([N+](=O)[O-])ccc2c1=O (centres undefined) returned E-sel TNF inh -4.
`O=c1[nH]ncc(N2CCN(Cc3ccccc3)CC2)c1Cl` gave E-sel TNF inh 6.
`CC(=O)Nc1nc(N(C)C)nc(N(C)C)n1` gave E-sel TNF inh 14.
O=C(N/N=C/c1cccc(F)c1)c1ccc(Cl)cc1 was read as E-sel TNF inh -21.
O=C(NNc1ccc(O)cc1)c1ccc(Br)cc1 was read as E-sel TNF inh -2.

Bioassay records from PubChem.

The list is partial (hit frequency here may not be typical).
